# Screens from PubChem BioAssay.
# M1 PAM: human CHRM1 positive allosteric modulation. 360,000 compounds, 0.088% hits. P11229. AID 588819. CHO-K1 hM1, Fluo-8 calcium fluorescence, ACh EC20; 0% = ACh EC20, 100% = maximal ACh. activation, % at 3 µM; in the data active = activation above about 19%, passing the limit was not always enough
# Target sequence (P11229 whole entry, looked up): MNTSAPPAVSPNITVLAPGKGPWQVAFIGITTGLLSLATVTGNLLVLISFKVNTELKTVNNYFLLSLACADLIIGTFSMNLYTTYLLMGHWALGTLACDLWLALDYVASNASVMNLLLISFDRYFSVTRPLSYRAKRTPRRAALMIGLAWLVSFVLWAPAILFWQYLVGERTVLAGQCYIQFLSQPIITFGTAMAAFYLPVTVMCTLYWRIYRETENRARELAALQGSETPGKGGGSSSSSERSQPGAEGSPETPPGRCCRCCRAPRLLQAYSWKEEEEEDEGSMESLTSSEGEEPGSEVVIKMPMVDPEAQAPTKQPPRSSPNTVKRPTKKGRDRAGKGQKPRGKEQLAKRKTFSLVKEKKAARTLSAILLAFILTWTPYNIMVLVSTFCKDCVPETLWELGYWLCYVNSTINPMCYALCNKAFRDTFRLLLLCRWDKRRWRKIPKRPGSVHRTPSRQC
# CHO parental Ca: counter-screen for OX1R antagonists: effect in parental CHO cells; parental CHO-K1, ATP-induced calcium, Fluo-8 fluorescence; inhibition, % at 5.6 µM; 330,000 compounds, 0.63% hits;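 active = inhibition above that plate's mean sample inhibition plus 3 SD, cut at about 26% in these data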;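 note: 0% = ATP-challenged DMSO wells and 100% = DMSO wells without ATP; some compounds past the cut are filed as inactive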
#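 Test system: parental CHO cells; detection: calcium-sensitive Fluo-8 fluorescence; evaluation: percent inhibition of calcium signal; also added: ATP as calcium-mobilizing challenge; repeats: one well per compound; control set: ATP-challenged DMSO wells low, unchallenged DMSO wells high; compound: single nominal dose of 5.6 µM per compound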
# M4 ag: agonists of human muscarinic M4 receptor (CHRM4) | P08173 | CHO-K1 hM4/Gqi5, Fluo-8 calcium fluorescence; vehicle 0%, full acetylcholine response 100% | activation, % at 3 µM | 360,000 compounds, 0.14% hits;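 active = activation above the run mean over all test wells plus 3 SD, cut at about 32% in these data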;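 note: peak over basal fluorescence ratio per well then scaled between controls; 0% = DMSO wells and 100% = acetylcholine at EC100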
# Target sequence (P08173 whole entry, looked up): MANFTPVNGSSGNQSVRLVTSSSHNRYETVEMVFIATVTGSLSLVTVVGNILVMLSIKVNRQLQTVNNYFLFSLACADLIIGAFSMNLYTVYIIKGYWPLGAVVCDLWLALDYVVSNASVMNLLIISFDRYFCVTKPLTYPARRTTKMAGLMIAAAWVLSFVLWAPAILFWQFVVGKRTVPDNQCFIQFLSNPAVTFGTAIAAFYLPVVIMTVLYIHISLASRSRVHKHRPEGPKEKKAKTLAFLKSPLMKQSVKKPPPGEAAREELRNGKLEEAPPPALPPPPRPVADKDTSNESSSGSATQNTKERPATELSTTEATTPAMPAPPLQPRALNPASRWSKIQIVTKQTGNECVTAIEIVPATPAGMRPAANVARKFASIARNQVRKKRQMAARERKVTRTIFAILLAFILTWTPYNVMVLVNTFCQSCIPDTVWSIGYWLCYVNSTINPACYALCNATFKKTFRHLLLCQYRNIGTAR
# CHO-K1 Ca antag: M1 antagonist counterscreen hit in parental CHO-K1 cells. ATP-induced calcium, Fluo-8 fluorescence. inhibition, % at 3 µM. AID 602250. 360,000 compounds, 0.6% hits;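 active = inhibition above a per-plate cutoff, the plate's mean sample inhibition plus 3 SD, cut at about 24% in these data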;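 note: 0% = DMSO plus EC80 ATP and 100% = DMSO alone without ATP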
# CHRM1 antagonist: human CHRM1 antagonism | CHO-K1 hM1, Fluo-8 calcium fluorescence, ACh EC80 antagonist | AID 588852 | inhibition, % at 3 µM | P11229 | 360,000 compounds, 1.3% hits;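 active = percent inhibition above its own plate's cutoff, namely the mean of that plate's compound wells plus 3 SD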;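 note: peak over basal fluorescence ratio during 140 s after agonist addition; 0% = ACh EC80 plus DMSO and 100% = DMSO alone without agonist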
# OXTR potentiate: potentiators of human oxytocin receptor | P30559 | CHO-OTR cells, Fluo-8 calcium fluorescence, potentiator mode; 0% = oxytocin EC15, 100% = EC100 | activation, % at 3 µM | 320,000 compounds, 0.061% hits;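 active = activation above that plate's cutoff, the mean activation of tested compounds plus 3 SD, cut at about 6.6% in these data, passing the limit was not always enough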;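 note: 100% uses oxytocin at 75 nM as the full agonist control; some results filed as inactive read as strong as hits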
#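 Measured by – Fluo-8 calcium dye fluorescence · Test system – human OTR in CHO cells · Dosing – one concentration, 3.0 µM compound · Controls – EC15 oxytocin alone as 0%, 75 nM oxytocin as 100% · Evaluation – normalized max/min fluorescence ratio, % activation · Timing – 6 min pre-incubation, 100 s read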
# M1 ag: agonists of human M1 muscarinic receptor; P11229; CHO-K1 hM1, Fluo-8 calcium fluorescence, agonist mode; 0% DMSO, 100% acetylcholine EC100; activation, % at 3 µM; 360,000 compounds, 0.33% hits; AID 588814;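 active = activation above the run's mean compound activation plus 3 SD, cut at about 16% in these data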;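 note: peak over basal fluorescence ratio within a 140 s kinetic read after compound addition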
# M1 ag parental: nonselective activator or artifact in parental CHO-K1 cells. 360,000 compounds, 0.48% hits. Fluo-8 calcium fluorescence; scaled to maximal ATP response, vehicle zero. AID 602248. activation, % at 3 µM; in the data active = activation above about 15%;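 note: untransfected CHO-K1 host cells lacking M1 receptor as counterscreen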
# M4 antag: blocks acetylcholine activation of human M4 receptor; P08173; CHO-hM4 cells, ACh EC80, Fluo-8 calcium fluorescence; inhibition, % at 3 µM; 360,000 compounds, 0.73% hits;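 active = inhibition above its plate's cutoff, the mean inhibition of sample wells plus 3 SD, cut at about 27% in these data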;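 note: 0% = acetylcholine EC80 with DMSO and 100% = DMSO without agonist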
# The depositor's hits bear a star; . = no result given. Rows are unselected; any-hit rate near 2.9%.
SMILES,M1 PAM,CHO parental Ca,M4 ag,CHO-K1 Ca antag,CHRM1 antagonist,OXTR potentiate,M1 ag,M1 ag parental,M4 antag
O=C1COc2ccc(C(=O)CSc3nnc(-c4cccs4)n3Cc3ccccc3)cc2N1,-4,-24,8,-1,13,-10,-1,2.5,-1
Fc1cccc(NC(=S)N2CCn3cccc3C2c2cccnc2)c1 (stereo unspecified),-6,-15,24,-1,27,-8,-3,4.2,2
O=C(COc1cc(F)ccc1[N+](=O)[O-])Nc1ccc(N2CCOCC2)cc1,8,-5,5,-18,-4,0,-5,1.9,-10
CC(=O)OCC1OC(OC(C)=O)C(NC(=O)Cc2ccccc2)C(OC(C)=O)C1OC(C)=O (stereo unspecified),7,-4,0,-10,1,-2,-2,1.2,6
COc1ccccc1N1CCN(/N=C/c2cccc(OC)c2O)CC1,6,-14,1,-4,-10,3,-6,0.7,-11
Cc1nc(=O)c(-c2ccccc2)c(C)n1-c1cccc(/C=C/C(=O)O)c1,7,-3,0,7,-12,-10,-5,-0.2,13
Cc1c(C#N)c(NC(=O)CCl)n(Cc2ccccc2)c1C,-7,-4,3,-4,6,-5,-2,0.0,7
O=C(Nc1ccc(F)c(Cl)c1)NC1CC1,-4,-2,1,-5,11,-3,-5,1.1,2
CCOC(=O)C1(C)CCCCCN1C(=O)c1snnc1C (stereo unspecified),21,.,1,-4,-26,.,9,-0.1,-14
O=C(Nc1ccc2c(c1)OCO2)C1CCN(S(=O)(=O)c2cccc3cccnc23)CC1,-4,-2,8,5,4,-7,-3,2.3,-4
CSc1nc(Cl)c(Br)c(Nc2c[nH]c(=O)[nH]c2=O)n1,15,.,2,-10,-8,.,2,0.4,5
CC(C)OC(=O)C1C(=O)CC(C)(O)C(C(=O)OC(C)C)C1c1cccc([N+](=O)[O-])c1 (stereo unspecified),2,-21,0,-4,-1,5,-4,0.5,-5
COC(=O)[C@H]1C[C@@H]1[C@H](NC(=O)c1cnccn1)c1ccccc1,3,1,0,-7,1,2,-5,4.8,2
CC(C)CC(NC(=O)CCC(=O)OCC(=O)[C@@]1(O)CCC2[C@@H]3CCC4=CC(=O)C=C[C@]4(C)C3[C@@H](O)C[C@@]21C)C(=O)O (stereo partly specified),3,11,0,-7,-8,-11,-5,0.6,-6
Cc1ccc(F)cc1NC(=O)COC(=O)C1CCN(c2ccc(C(F)(F)F)cn2)CC1,12,-12,3,1,-14,-10,-4,6.0,-12
COCCCNC(=O)C1CCN(S(=O)(=O)c2c(C)noc2/C=C\c2ccc(OC)cc2)CC1,0,-11,0,0,0,0,-5,0.2,18
COc1ccc(C(=O)NCCS(=O)(=O)N2CCCCCC2)cc1,13,3,2,-8,-17,6,-2,0.8,-3
CC(C)O/C(=N\S(=O)(=O)c1ccc(Cl)cc1)c1ccccc1,-3,-5,1,-7,9,-5,-4,0.3,-3
CCOC(=O)c1csc(-c2ccc3c(c2)CCO3)n1,20,-10,1,-15,-14,-5,-4,1.4,-4
CCc1ccc(NC(=O)Nc2ccncc2)cc1,6,-4,10,3,-1,-11,-3,6.7,-5
CCOc1cc(/C=N/NC(=O)c2ccc(CN3CCOCC3)cc2)ccc1OC,15,-16,2,-1,-5,3,-2,0.4,-3
O=C(NC(=S)N1CCN(c2ccccc2)CC1)c1ccccc1,7,-6,0,2,-14,-1,-5,-0.1,-7
O=C1C(NS(=O)(=O)c2cccs2)=C(N2CCN(Cc3ccccc3)CC2)C(=O)c2ccccc21,-14,-23,17,-3,31*,-17,-2,6.8,23
CC(=NCC1CCCO1)c1c(O)[nH]c(=O)[nH]c1=O (stereo unspecified),2,-4,1,0,-1,-9,-1,0.5,5
O=c1[nH]c(N/N=C\c2ccc(F)cc2)nc2ccccc12,11,-4,1,-5,-7,-13,-7,0.3,-4

# Continued; the last 3 above are carried over.
SMILES,M1 PAM,CHO parental Ca,M4 ag,CHO-K1 Ca antag,CHRM1 antagonist,OXTR potentiate,M1 ag,M1 ag parental,M4 antag
O=C1C(NS(=O)(=O)c2cccs2)=C(N2CCN(Cc3ccccc3)CC2)C(=O)c2ccccc21,-14,-23,17,-3,31*,-17,-2,6.8,23
CC(=NCC1CCCO1)c1c(O)[nH]c(=O)[nH]c1=O (stereo unspecified),2,-4,1,0,-1,-9,-1,0.5,5
O=c1[nH]c(N/N=C\c2ccc(F)cc2)nc2ccccc12,11,-4,1,-5,-7,-13,-7,0.3,-4
COc1ccc(NC(=O)c2sc(=O)n(Cc3ccccc3C#N)c2C)cc1OC,-5,.,5,-10,-3,.,3,3.8,-3
CC(C)CCNC(=O)C1CC(c2ccccc2[N+](=O)[O-])=NO1 (stereo unspecified),15,-16,2,-17,-4,-3,0,0.9,1
CCCCNC(=O)C1(C)CCCCN1C(=O)c1c(F)ccc(C)c1F (stereo unspecified),-2,.,0,3,-2,.,-1,-0.2,-13
CC1=C(C(=O)OC(C)C)C(c2cncc(-c3ccc(F)cc3)c2)C(C#N)=C(N)O1 (stereo unspecified),5,-18,1,-1,-7,-2,-5,0.1,-11
O=S(=O)(c1ccccc1C(F)(F)F)N1CCN(CC(O)COc2ccccc2F)CC1 (stereo unspecified),4,.,7,-15,-6,.,-1,6.7,-1
Cc1ccc(Cl)c2c1NC(=O)C2(O)CC(=O)c1ccc(Br)cc1 (stereo unspecified),3,-16,2,-7,-25,-17,-1,-0.2,2
Cc1cc(C)c2nc(-n3nc(C)cc3N)cc(C)c2c1,-3,-27,9,11,3,-4,-12,1.7,0
COc1ccccc1NC(=O)Nc1ccccc1C#N,6,-6,0,2,-8,-14,-3,0.3,2
O=C(CSc1nnc(-c2cccnc2)n1Cc1ccccc1)NCc1ccccc1,6,-11,1,-16,-10,-8,-4,0.9,4
CCOC(=O)Cn1nc(C)cc1NC(=O)c1cc(OC)c(OC)c(OC)c1,2,-3,1,-11,-9,6,-3,0.5,4
Cc1[nH]c2ccccc2c1-c1csc(NC(=O)CSCCO)n1,0,-10,5,-15,12,-10,-1,4.3,4
CCCn1c(C)cc(C(=O)CN2C(=O)c3cccc(N)c3C2=O)c1C,10,-12,1,-14,-34,0,-2,0.8,6
CCOC(=O)[C@H]1[C@H]2COc3ccc(OC)cc3[C@@H]2N2C(=O)CN(Cc3ccc(Cl)cc3)C(=O)[C@@]12C,-12,-36,12,-18,8,4,-9,3.5,17
O=C(O)/C=C\C(=O)N1CCc2ccccc21,14,8,0,-5,-6,-7,-7,0.2,-1
CCOC(=O)c1cnc2ccc(OCC)cc2c1NCCCN1CCOCC1,5,-15,1,-15,-13,-2,-8,0.6,-10
COc1ccc(C2/C=C\CN(C(=O)CC(C)(C)C)CC(=O)N2Cc2ccc(F)cc2)cc1 (stereo unspecified),1,-14,5,-12,7,-7,-2,0.1,0
CCc1cc[n+](C2=C([O-])c3ccccc3C(=O)/C2=N\S(=O)(=O)c2cccs2)cc1,-1,-12,1,0,1,-4,-6,0.1,7
CCCC(NC(=O)c1ccco1)c1nc2ccccc2[nH]1 (stereo unspecified),2,-5,-1,-10,2,-6,-5,0.6,9
CCCCCCCC(=O)OC(CN1CCCCCC1)CN1CCCC1=O (stereo unspecified),13,-1,1,-11,-17,-15,-7,0.2,2
COC(=O)c1nnn(-c2nc(N3CCOCC3)nc(N3CCOCC3)n2)c1C,9,-7,0,-8,-5,-8,-1,-0.6,-5
Cn1c(=O)cc2c3c(c(N4CCCCC4)ccc31)C(=O)c1ccccc1-2,5,-11,2,9,4,2,0,-0.3,-3
CCOC(=O)c1c(-c2ccc(C)cc2)csc1NC(=O)c1cccc(N2C(=O)CCC2=O)c1,5,1,0,-2,-1,-1,-5,5.1,7
NC(=O)C1(Nc2ccc(Cl)cc2)CCCC1,3,.,1,-12,-6,.,-3,1.8,1
CCN(CC(=O)NCc1cccs1)C(=O)CCOc1ccccc1C,2,-14,1,12,4,8,-1,0.7,5
COc1ccc(-n2nc3c(c2NC(=O)c2ccc(S(=O)(=O)N4CCOCC4)cc2)CS(=O)C3)cc1 (stereo unspecified),-8,1,0,-8,-4,-5,-12,2.1,5

# More entries:
SMILES,M1 PAM,CHO parental Ca,M4 ag,CHO-K1 Ca antag,CHRM1 antagonist,OXTR potentiate,M1 ag,M1 ag parental,M4 antag
COC(=O)c1ccc(Nc2ncnc3sccc23)cc1,-4,-16,17,-9,1,-1,-7,6.4,11
Nc1nc(Cl)c(C=O)c(N2CCCCC2)n1,-3,-3,1,2,11,1,-5,-0.1,4
COc1cccc(-c2ccc3c(c2)C2CC3CCN2C(=O)c2ccc(-c3ccccc3)cc2)c1 (stereo unspecified),3,.,0,-11,-3,.,-1,0.8,-4
COCc1cc(CN2CCCC(C(=O)Nc3cccc(-n4cnnn4)c3)C2)ccc1OC (stereo unspecified),6,-17,2,-11,-13,-5,-6,1.8,-4
Cc1cccc(C)c1NC(=S)NC(=O)CCc1ccccc1,-3,-28,-3,-16,-7,7,-9,0.2,-4
Cc1nn(-c2ccccc2)c2c1c(C)c(CCC(=O)N1CCOCC1)c(=O)n2C,8,-10,5,-6,-13,-4,-4,3.4,-1
CCC(Sc1nnc2c3ccccc3n(CC)c2n1)C(=O)Nc1sc2c(c1C#N)CCCC2 (stereo unspecified),13,-15,0,3,-8,-3,-2,0.2,1
O=C(NCC(c1ccc(F)cc1)N1CCOCC1)c1ccc(C(=O)c2ccccc2)cc1 (stereo unspecified),3,-4,5,-12,-12,-7,-3,5.6,1
COc1cc(/C=N/N2CCN(C3c4ccccc4-c4ccccc43)CC2)ccc1O,-3,-18,2,-9,-4,-6,-1,0.4,-16
O=C(c1ccc(CN2CCOCC2)cc1)N1CCN(c2ccccc2)CC1,6,-7,2,-3,-9,-4,9,0.3,-1
CCOc1cc(C(=O)Nn2cnnc2)cc(OCC)c1OCC,2,-5,0,-7,7,-4,-3,-0.6,5
O=C(COC(=O)c1ccc(F)c(S(=O)(=O)N2CCOCC2)c1)Nc1ccc(Cl)cn1,3,.,0,-17,-12,.,-4,0.1,-12
Cc1ccc2c(c1)C(=O)N1c3cc(C)c(C)cc3NC(=O)C1C(=O)N2 (stereo unspecified),6,.,2,-23,-31,.,-2,0.5,-4
Cc1cc(N)ccc1N=Nc1c(C)n(C)n(-c2ccccc2)c1=O,14,-1,-1,-14,-18,-6,-3,-0.5,-3
O=C(O)C1CCCN1C(=O)Nc1ccc(F)cc1 (stereo unspecified),7,-1,1,-4,-1,1,-1,0.4,-8
COc1ccc(C(=O)NNC2=Nc3cccc4cccc2c34)cc1,9,2,1,-15,-15,-10,-1,0.9,4
O=C(NCCCN1CCOCC1)c1cc(-c2ccc(Cl)s2)nc2ccccc12,0,-34,6,-6,0,1,-2,2.0,-5
C[C@H](CO)N1C[C@H](C)[C@H](CN(C)S(=O)(=O)c2cccc(C#N)c2)OCc2cnnn2CCCC1=O,7,.,1,-16,-14,.,-3,0.5,-10
O=C(Cc1cc(C(=O)O)c2ccccc2n1)Nc1ccccc1,-4,-14,7,5,0,-13,1,3.0,1
